High-throughput results as filed in PubChem BioAssay.
V-ATPase pHluor: yeast V-ATPase proton transport regulation by pHLuorin. S. cerevisiae, pHLuorin cytosolic pH fluorescence. AID 504577. hit rate 0.37% among 350,000. response, % at 10 µM; in the data active = response mostly above about 7.3%, no sharp cut-off; inactive = mostly below about 5.4%; also: actives read high; inactives centre near 0; some compounds called inactive have numbers as strong as hits; reference of the scale not given here
LANA DNA inh: inhibitors of KSHV LANA C-terminal domain DNA binding | MBP-C-LANA/FAM-LBS DNA binding, fluorescence polarization | inhibition, % at 9 µM | hit rate 0.078% among 340,000 | AID 504423;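 active = highest replicate inhibition at or above 60% at 9 µM, even if other replicates fall short; inactive = all replicates below 60% inhibition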;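 also: 0% = neutral control wells and 100% = 4 µM acridine orange control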
MOR-DOR ag: agonists of human mu-delta opioid receptor heterodimerization | cells, OPRM1-OPRD1 heterodimerization, luminescence | activation, % at 9.3 µM | hit rate 0.3% among 340,000 | AID 504326; in the data active = activation above about 18%;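 also: 0% = vehicle-treated cells and 100% = reference agonist; values of inactives mirror those of a sister screen read the other way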
Keap1 Nrf2 FP: inhibitors of human Keap1-Nrf2 protein-protein interaction. Q14145. Keap1 Kelch-Nrf2 peptide fluorescence polarization, 1536-well. hit rate 0.15% among 340,000. inhibition, % at 9.4 µM; in the data active = inhibition above about 12%;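 also: human Keap1 Kelch domain with fluorescein labeled Nrf2 9mer peptide probe; 0% = neutral control wells and 100% = peptide positive control; higher means more block of Keap1 binding to Nrf2 peptide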
Target sequence (Q14145 whole entry, looked up, the tested form may be a part): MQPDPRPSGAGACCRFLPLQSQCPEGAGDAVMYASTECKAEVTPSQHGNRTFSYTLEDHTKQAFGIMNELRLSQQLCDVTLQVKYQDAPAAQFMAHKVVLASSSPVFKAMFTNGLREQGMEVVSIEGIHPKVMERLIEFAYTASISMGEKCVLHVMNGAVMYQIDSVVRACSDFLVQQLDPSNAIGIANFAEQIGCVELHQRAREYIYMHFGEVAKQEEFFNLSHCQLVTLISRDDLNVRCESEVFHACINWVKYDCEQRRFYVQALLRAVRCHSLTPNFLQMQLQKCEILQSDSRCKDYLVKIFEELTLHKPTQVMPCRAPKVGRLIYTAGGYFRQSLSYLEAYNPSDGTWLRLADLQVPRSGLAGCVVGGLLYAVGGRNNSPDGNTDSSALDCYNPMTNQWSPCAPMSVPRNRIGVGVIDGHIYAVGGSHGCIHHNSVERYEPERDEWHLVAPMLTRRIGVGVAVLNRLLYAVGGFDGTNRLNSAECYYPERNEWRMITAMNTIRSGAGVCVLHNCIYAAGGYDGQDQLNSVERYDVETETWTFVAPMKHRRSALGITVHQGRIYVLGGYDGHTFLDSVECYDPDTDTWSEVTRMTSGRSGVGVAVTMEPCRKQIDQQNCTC
HTR5A ag ctr: activates human HTR5A in OPRM1-OPRD1 agonist counter-screen. hit rate 0.61% among 340,000. activation, % at 9.3 µM. AID 504692. HTR5A agonist assay, luminescence, cell-based; in the data active = activation mostly above about 9.5%, no sharp cut-off; inactive = mostly below about 7.6%;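 also: 0% = cells with vehicle only and 100% = reference agonist; strong numbers were not always called active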
Target sequence (P47898 whole entry, looked up): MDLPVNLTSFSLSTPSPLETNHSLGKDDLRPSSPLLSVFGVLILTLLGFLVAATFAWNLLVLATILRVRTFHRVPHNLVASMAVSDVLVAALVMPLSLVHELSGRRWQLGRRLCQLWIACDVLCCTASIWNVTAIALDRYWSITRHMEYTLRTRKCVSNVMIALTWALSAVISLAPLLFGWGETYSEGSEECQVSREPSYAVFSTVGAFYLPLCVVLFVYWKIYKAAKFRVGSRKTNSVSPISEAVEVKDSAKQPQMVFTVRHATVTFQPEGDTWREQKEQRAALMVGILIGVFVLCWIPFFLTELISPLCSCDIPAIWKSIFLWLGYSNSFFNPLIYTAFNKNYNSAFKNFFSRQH
Cardiac RTF inh: cardiac RTF calcium desensitization | P19429+P45379 | IANBD-labeled cardiac RTF, Ca2+ fluorescence | inhibition, % at 7.15 µM | hit rate 0.12% among 340,000;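 active = inhibition above the mean inhibition of all tested compounds plus 3 SD, cut at about 17% in these data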;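 also: assay run at fixed EC70 calcium of 1.6 mM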
HTR5A inv ctr: counter-screen for OPRM1-OPRD1 inverse agonists: human HTR5A inverse agonism; HTR5A cell line, luminescence; inhibition, % at 9.3 µM; hit rate 0.083% among 340,000; AID 504634; in the data active = inhibition mostly above about 23%, no sharp cut-off; inactive = mostly below about 18%;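 also: 0% = cells with DMSO and 100% = no-cell wells with DMSO; some compounds called inactive have numbers as strong as hits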
RTF Ca sens act: increases calcium sensitivity of human cardiac regulated thin filaments; IANBD-labeled TnC RTF fluorescence at EC20 calcium; 0% EC20 calcium, 100% full calcium; activation, % at 7.2 µM; hit rate 0.24% among 340,000; P19429+P45379;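 active = activation above the mean over all tested compounds plus 3 SD, cut at about 30% in these data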;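 also: rise in fluorescence read as greater calcium sensitivity of cardiac thin filaments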
OPRM1-OPRD1 inv: inverse agonist of human OPRM1-OPRD1 heterodimerization; P35372+P41143; cell-based MOR-DOR heterodimer luminescence, inverse agonism; AID 504357; hit rate 0.21% among 340,000; inhibition, % at 9.3 µM; in the data active = inhibition above about 22%, passing the limit was not always enough;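 also: 0% = cells with DMSO and 100% = wells without cells with DMSO; values of inactives mirror those of a sister screen read the other way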
CAL PDZ FP: inhibitors of human CAL PDZ peptide binding; AID 602252; purified CAL PDZ, TMR-peptide fluorescence polarization, 1 h; hit rate 0.92% among 300,000; inhibition, % at 24.9 µM; Q9HD26;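 active = mean inhibition of at least 30% with at least half of replicates also reaching 30%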;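 also: 0% = DMSO neutral control and 100% = excess unlabeled competitor peptide PRC23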
Numbers without * were called inactive; x = not tested or not shown. Compounds were not picked by outcome; 2.8% or so of the library scored in one or more.

SMILES	V-ATPase pHluor	LANA DNA inh	MOR-DOR ag	Keap1 Nrf2 FP	HTR5A ag ctr	Cardiac RTF inh	HTR5A inv ctr	RTF Ca sens act	OPRM1-OPRD1 inv	CAL PDZ FP
CCCSc1ccc([C@H]2N[C@@](C)(C(=O)OC)[C@H]3C(=O)N(C)C(=O)[C@@H]23)cc1	1	-3.0	-2.8	1	7	5	17	-3	16	4
CN1CCN(C(=O)c2cc(Br)cn2C)CC1	1	-2.3	-2.7	-5	-1	-2	4	-5	12	2
CC1CCN(C(=O)COC(=O)c2ccc([N+](=O)[O-])o2)CC1	2	3.5	2.9	0	2	-6	-7	4	-14	2
O=C(/C=C/c1ccccc1)N1CCC[C@H]1CO	-2	2.1	-0.7	0	1	-8	-3	-66	4	-1
CCN(C(=O)CN1C(=O)COc2ccc(S(=O)(=O)N3CCOCC3)cc21)c1ccc(OC)cc1	0	-0.2	-1.4	-1	1	9	4	1	8	1
COc1ccc2cc(S(=O)(=O)n3cnc(C)c3)ccc2c1	3	0.6	x	3	x	x	x	x	x	15
CCOc1cccc2cc(-c3csc(NC(=O)CCC(=O)N4CCC(C)CC4)n3)c(=O)oc12	-4	-0.3	0.5	4	3	2	-7	4	-2	-5
CCCOc1ccc(-c2nc[nH]c2[N+](=O)[O-])cc1	1	-1.3	-1.1	-8	-1	5	19	-2	6	x
NC(=O)C1CCN(C(=O)c2ccc(C(F)(F)F)cc2)CC1	3	0.2	-1.6	-4	-2	-2	7	0	8	1
Cc1ccc(CNC(=O)c2cc3c(C)nc4ccccc4c3o2)cc1	1	-1.1	0.9	1	2	-4	-17	6	-6	-2
O=C(NCCc1c[nH]c2ccccc12)C(F)(F)C(F)F	3	-1.7	-1.1	-1	4	-5	-52	2	6	0
COc1cc(/C=N/NC(=O)c2cccnc2)ccc1OS(=O)(=O)c1ccc(C)cc1	0	1.0	-2.3	0	0	-4	21	-3	11	-6
O=c1[nH]c2ccc(Cl)cc2c(-c2ccccc2)c1[N+](=O)[O-]	-2	-0.6	3.2	-2	5	9	-19	-4	-16	1
CCOc1ccc(NC(=O)N(C2CCCCCC2)C2CCN(C(C)=O)CC2)cc1	-4	-0.9	-2.3	2	2	-1	-33	2	13	6
CN1CCN(C2=Cc3ccccc3Sc3cc(F)c(Cl)cc32)CC1	-1	0.4	7.1	-7	3	-3	15	-3	-41	-8
Cc1cc(C)n(-c2ccc(S(=O)(=O)N3CCCC3)cc2[N+](=O)[O-])n1	7	1.6	0.9	-3	-2	1	5	-3	-5	0
Cc1noc(NS(=O)(=O)c2ccc(NC(=O)c3cc(S(=O)(=O)Nc4ccc(F)cc4)ccc3Cl)cc2)c1C	-4	-0.7	-4.4	-3	-4	-2	9	-8	17	-5
CN(C)S(=O)(=O)c1cccc(NC(=S)N/N=C/c2cc(Br)ccc2O)c1	-1	1.7	0.7	5	0	0	7	2	-3	-3
COc1cc2cc(CCCOC(=O)c3ccco3)oc(=O)c2cc1OC	-3	-0.7	-3.9	-8	4	0	-9	3	18	-2
COc1cccc(CNC(=O)CCC2CCCN(C(=O)C3CCOCC3)C2)c1 (configuration not stated)	-1	-0.5	-3.4	-4	-2	-6	6	6	16	2
CCOc1ccc(C(C)=O)cc1COC(=O)CN1C(=O)NC2(CCCC2)C1=O	-3	x	-2.3	x	-4	-5	11	-1	12	3
COc1ccc(S(=O)(=O)Nc2ncccc2C)c2ccccc12	1	-0.3	-2.4	-1	2	-6	-8	-8	11	-2
O=C(Nc1ccc(S(=O)(=O)N2CCOCC2)cc1)c1cc(-c2cc(Cl)ccc2O)n[nH]1	3	-0.3	0.3	-3	4	-1	7	-1	-2	2
Cc1cc(C)nc(SCC(=O)Nc2ccccc2[N+](=O)[O-])n1	-7	0.5	6.9	-3	7	-5	-22	-3	-37	x
C=CCN1C(=O)C2C(C(=O)NCc3ccccc3)C3C=CC2(O3)C1C(=O)NC(C)(C)C (configuration not stated)	-2	-1.0	-4.9	-1	1	-2	-9	2	26	-2
More entries.
SMILES	V-ATPase pHluor	LANA DNA inh	MOR-DOR ag	Keap1 Nrf2 FP	HTR5A ag ctr	Cardiac RTF inh	HTR5A inv ctr	RTF Ca sens act	OPRM1-OPRD1 inv	CAL PDZ FP
C/C(=N\NC(=O)c1nnn(-c2nonc2N)c1CN1CCc2ccccc21)c1ccccc1O	-4	0.7	6.1	0	0	-3	0	-1	-31	0
O=C(Nc1ccc(C(=O)N2CCOCC2)cc1)c1cnn2c(C(F)F)cc(-c3ccccc3)nc12	-5	0.0	-4.2	-2	-1	-1	-4	-7	22	-2
O=S(=O)(c1ccc2c(c1)OCCO2)N1CCNCC1	4	1.1	-0.6	0	-1	-5	3	-2	4	1
CC(Oc1ccc(F)cc1)C(=O)Nc1ccc(N2CCOCC2)cc1N1CCOCC1 (configuration not stated)	3	0.9	-2.3	1	2	-11	-5	-5	12	-2
c1coc(CNc2ncnc3[nH]ncc23)c1	1	-0.1	-0.9	-3	2	-4	1	1	5	-1
O=C1CC(=O)Nc2cc(S(=O)(=O)N3CCOc4ccc(Cl)cc43)ccc2N1	-2	-0.2	0.3	1	-4	-2	10	2	-2	x
COC(=O)c1ccccc1N(C)S(C)(=O)=O	3	-0.3	-1.6	-4	5	-7	-19	-6	9	0
COc1ccc(S(=O)(=O)N2CCN(C(=O)NCc3ccc(OC)c(OC)c3)CC2)cc1	1	0.1	-1.4	-3	4	-38	-1	-5	7	1
NC(=O)C1(Nc2ccccc2Cl)CCCC1	-4	-0.1	-2.5	-3	1	2	-4	-3	13	-4
O=C(CN(Cc1ccco1)C(=O)c1ccccc1)Nc1ccc(Cl)c(Cl)c1	1	0.6	6.0	6	4	4	11	3	-35	-3
O=C(CNC(=O)c1ccco1)N/N=C/c1ccccc1[N+](=O)[O-]	2	0.3	0.9	-2	-2	-7	5	-2	-6	-4
Cc1cccc(Nc2nc(N)c([N+](=O)[O-])c(NCCO)n2)c1	0	0.8	-4.5	2	0	-3	-44	-3	22	47*
CC(C)(C)NC(=O)C(c1ccc(O)cc1)N(C(=O)CCC(=O)Nc1nccs1)c1ccc(F)cc1 (configuration not stated)	-1	0.8	-1.2	-1	2	-7	-4	-3	6	x
O=C1C=C(O)CC(c2ccco2)C1 (configuration not stated)	1	8.5	-2.0	1	1	4	12	-2	11	-2
O=C(CCSc1ccc(Cl)cc1)c1ccco1	-2	-2.3	-0.1	3	4	-1	-15	-11	0	4
COc1ccc(Nc2cc(C(=O)NCCCOC(C)C)c3ccccc3n2)c(OC)c1	-5	-2.9	-4.6	-5	2	-3	-6	2	21	-6
COc1ccc(CCNC(=O)c2c(C)nc3ccccn23)cc1OC	-4	-11	-0.1	-1	4	-6	-10	-1	0	8
COc1ccc(NC(=O)C2CCC(C)(C(=O)O)C2(C)C)cc1 (configuration not stated)	1	0.4	-2.8	2	-6	-1	15	-5	12	3
CC1=NN(Cc2ccccc2)C(=O)C1	-3	0.2	-5.8	4	0	-3	-15	-3	30	-1
CC(=O)c1ccc(S(=O)(=O)N(C)CCCC(=O)NCc2ccc3c(c2)OCO3)cc1	-1	-4.3	-1.9	-4	-4	-14	10	-3	10	-4
O=C1c2ccc(-c3ccc(F)cc3OCc3ccccc3)cc2S(=O)(=O)c2cccc(C(=O)N3CCCC3)c21	-1	-1.0	-1.8	2	2	-5	1	-1	10	-2
COC(=O)c1ccccc1CSc1nsc(/C=C/N(C)C)c1C#N	2	0.6	-0.2	-2	-3	0	10	-1	1	-11
CC(CN1CCOCC1)OC(=O)COc1ccc(F)cc1 (configuration not stated)	2	-1.6	-0.7	-2	-3	-14	-7	-6	4	-1
COCCCn1c(=O)/c(=C\c2ccc(OC(F)F)c(OC)c2)s/c1=C(/C#N)C(N)=O	-2	8.4	-0.8	6	2	-12	-7	9	4	3
Cc1ccc2nc(NC(=O)CCn3cccc3)sc2c1	-4	-0.3	1.7	-3	6	4	-14	-5	-9	-3
Next section.
SMILES	V-ATPase pHluor	LANA DNA inh	MOR-DOR ag	Keap1 Nrf2 FP	HTR5A ag ctr	Cardiac RTF inh	HTR5A inv ctr	RTF Ca sens act	OPRM1-OPRD1 inv	CAL PDZ FP
COc1ccc(C2Nc3ccccc3C(=O)N2Cc2ccco2)cc1COc1ccc([N+](=O)[O-])cc1 (configuration not stated)	-1	-1.4	22*	-2	1	-4	-2	-3	-110	-1
COc1ccc(C2(CNC(=O)Cc3ccc(OC)c(OC)c3)CCOCC2)cc1	-2	0.4	-1.4	3	4	-13	-4	-1	8	-3
N#CC1(C(N)=O)OC12CCS(=O)(=O)c1ccccc12 (configuration not stated)	1	-1.7	-3.0	-3	0	-6	1	1	14	0
O=C1Cc2ccccc2Sc2ccccc21	4	-1.9	-3.3	-4	1	1	14	0	15	0
COc1ccc(C(C)=O)cc1COc1nc(C)nc2ccccc12	2	0.8	-1.7	-1	-1	-4	3	1	8	-4
O=C(CCNC(=O)c1ccccc1)Oc1ccc([N+](=O)[O-])cc1	4	-1.2	-4.4	-4	3	-21	3	-3	22	-1
CCOC(=O)C1=CNS(=O)(=O)NC1c1ccc(C)cc1 (configuration not stated)	1	-1.0	-0.9	1	0	-8	-1	-3	5	-6
COCCCNC(=S)N1CCC(C(=O)c2ccc(Cl)cc2)CC1	5	1.6	-1.1	-5	2	0	-8	3	5	-6
CSCC[C@H](NC(=O)OC(C)(C)C)C(=O)N/N=C/c1ccc2nccnc2c1	3	0.8	-2.7	0	0	4	-5	-1	14	x
CN1CCN(S(=O)(=O)c2ccc3c(c2)oc(=O)n3C)CC1	-1	0.4	-1.5	-3	0	-13	1	2	10	-5
N#Cc1ccc(OCC(=O)NCC2COc3ccccc3O2)cc1 (configuration not stated)	1	0.1	-3.2	1	-2	-1	5	-6	13	-2
O=C(CN1C(=O)CCC1=O)NC(=O)NC1CCCC1	2	1.9	-1.8	-1	2	-8	-31	-1	10	-2
CC(=O)Nc1ccc(NC(=O)COc2ncnc3ccccc23)cc1	1	-0.2	-2.2	2	-1	-3	3	-1	11	2
CCC(CO)Nc1ccc(-c2nn(C)c(=O)c3ccccc23)cc1[N+](=O)[O-] (configuration not stated)	0	0.4	0.5	-7	0	3	0	-9	-3	-1
COc1ccccc1Oc1ccc(N/C=C/C(=O)c2ccc(C)o2)cc1	-1	-0.9	3.5	-2	-2	-57	7	0	-25	1
FC(F)Oc1ccc(NC(=S)Nn2cnnc2)cc1	3	1.0	-1.5	1	-2	-1	5	-7	8	-3
O=C(c1ccc(F)cc1)C1CCN(S(=O)(=O)c2ccccc2)CC1	2	1.4	-1.8	2	3	-2	-38	3	9	-5
C=CCN1c2ccccc2C(=O)CS1(=O)=O	-3	6.0	2.0	-6	-4	-4	9	1	-11	0
Cc1csc(C(=O)O)c1NC(=O)c1ccc(F)cc1	-5	-1.4	-3.2	1	1	2	-4	-5	15	-20
O=C(Cn1nnc(-c2ccccc2NC(=O)c2ccccc2F)n1)NC1CCCC1	-2	0.0	-2.8	-1	-1	3	2	4	16	-2
Cc1ccc(C(=O)NCC(=O)OCC(=O)NC2CCCC(C)C2C)s1 (configuration not stated)	-5	0.6	-0.7	0	-1	-2	14	-2	3	-2
